KAT2A inh: GCN5L2 (KAT2A) acetyltransferase inhibition; Q92830; GCN5L2 HAT assay, ThioGlo1 CoA-SH fluorescence; Potency, µM (doses to about 58.9 µM), for inactives: at the top dose activity change, negative = inhibition, actives largely listed as inhibitors; hit rate 0.21% among 390,000
Target sequence (Q92830 whole entry, looked up): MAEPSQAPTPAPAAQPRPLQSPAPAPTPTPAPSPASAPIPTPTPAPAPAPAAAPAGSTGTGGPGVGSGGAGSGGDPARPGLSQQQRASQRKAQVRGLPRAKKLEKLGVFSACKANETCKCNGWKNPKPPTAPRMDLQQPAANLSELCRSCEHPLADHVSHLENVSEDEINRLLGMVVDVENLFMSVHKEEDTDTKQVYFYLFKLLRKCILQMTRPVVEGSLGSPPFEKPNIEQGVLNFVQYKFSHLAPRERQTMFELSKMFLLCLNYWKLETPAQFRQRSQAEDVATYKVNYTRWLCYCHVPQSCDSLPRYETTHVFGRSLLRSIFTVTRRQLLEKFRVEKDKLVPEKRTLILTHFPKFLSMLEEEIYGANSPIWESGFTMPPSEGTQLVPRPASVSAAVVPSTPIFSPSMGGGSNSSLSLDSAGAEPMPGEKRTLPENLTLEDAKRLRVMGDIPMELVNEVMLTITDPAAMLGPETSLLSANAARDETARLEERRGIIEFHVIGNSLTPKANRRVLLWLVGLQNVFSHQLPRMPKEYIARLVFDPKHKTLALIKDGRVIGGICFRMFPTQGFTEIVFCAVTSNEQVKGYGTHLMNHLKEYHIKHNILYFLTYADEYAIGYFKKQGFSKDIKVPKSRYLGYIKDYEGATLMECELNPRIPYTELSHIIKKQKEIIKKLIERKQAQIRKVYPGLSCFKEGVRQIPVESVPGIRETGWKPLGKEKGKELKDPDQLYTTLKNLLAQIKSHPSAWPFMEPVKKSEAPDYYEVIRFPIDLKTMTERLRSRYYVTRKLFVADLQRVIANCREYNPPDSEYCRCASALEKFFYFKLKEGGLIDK
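Fluorescence readout, Ex340nm/Em540nm: ThioGlo1 (50uM final) reacts with free CoA thiol released as 20nM GCN5L2 acetylates H3(1-25) peptide (75uM) using acetyl-CoA (70uM). Compound and enzyme sat 15 min beforehand; 20 min room-temperature reaction.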
TDP1 block: inhibitors of human tyrosyl-DNA phosphodiesterase TDP1. hit rate 0.28% among 350,000. Q9NUW8. AID 485290. recombinant TDP1, AlphaScreen DNA substrate cleavage. Potency, µM (top dose mostly 130 µM), for the others: at the highest dose activity change, negative = inhibition, most hits filed as inhibitors; also: nearly all actives have a fitted effect of over 40% in size
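Here, a 5' biotin and 3' phosphotyrosine-FITC DNA oligonucleotide reports Tdp1 activity: intact substrate bridges AlphaScreen beads, while cleavage leaves a 3' phosphate and drops signal. All incubations at room temperature.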
DT40 TDP1 no CPT: qHTS for Inhibitors of human tyrosyl-DNA phosphodiesterase 1 (TDP1): qHTS in cells in absence of CPT; AID 686978, 2013; Potency, µM (series often up to 46.2 µM), without a hit: top-dose activity change, negative = growth inhibition, most hits filed as inhibitors; DT40 Tdp1-/- hTDP1 cells, no CPT, ATP luminescence, 48 h; hit rate 15% among 420,000; also: nearly all actives have a fitted effect of over 55% in size
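Chicken DT40 Tdp1-/- cells stably complemented with human TDP1 were seeded at 400 cells/well with DMSO in place of 20 nM camptothecin. After compound pinning, cells grew at least 48 hr at 37 °C; viability read by CellTiter-Glo luminescence.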
Starred values were filed as active, the others as inactive; ? = inconclusive; / = no result given; & = joins results of further samples; [ ] = another dose, or the depositor's remark. Calls follow the shape of the dose curve; as a rule, active = well fitted curve in the direction sought with a large enough effect; inconclusive = small, poorly fitted or top-dose-only effect, or another doubt; inactive = no such curve, though single readings can be large; an effect the other way counts as inactive or inconclusive. % is scaled to controls: 0 for no effect and ±100 for the full control effect; potency is read from the fitted curve at half-maximal effect.

Values run as follows: KAT2A inh, TDP1 block, DT40 TDP1 no CPT
Cc1[nH]c(=O)[nH]c(=O)c1S(=O)(=O)N1CCCc2ccccc21
 : 3%, 4%, -6%
Cc1cc(C)nc(NC2=NCC(=O)N2c2cccc(Cl)c2)n1
 : -7%, 3%, 1%
Cc1cccc(OC(=O)c2ccncc2)c1C
 : 21%, 0%, -4%
Clc1ccc(N2N=C(c3cccs3)CC2c2ccco2)cc1 (stereo unspecified)
 : -26%, /, -13%
Cc1ccc(NC2=NC(c3ccccc3)n3c(nc(C)cc3=O)N2)cc1 (stereo unspecified)
 : 2%, 7%, -5%
O=C(NNC(=O)c1ccccc1[N+](=O)[O-])c1csc(N2CCOCC2)n1
 : -1%, 1%, 5%
Cc1ccccc1C(=O)c1cccn1CC(=O)NCc1ccc(Cl)cc1
 : -8%&0%, -1%&-5%, -21%&-23%
CCCc1cc(C(=O)OC)c2ccccc2n1
 : -4%, -3%, ?
Cc1cc(Cl)ccc1N(CC(=O)NCc1ccc2c(c1)OCO2)S(C)(=O)=O
 : -3%, 0%, ?
COc1cc2nc(-c3ccccc3C)oc(=O)c2cc1OC
 : 0%, 5%, -7%
O=C(COC(=O)c1ccc(Br)o1)NCCCc1ccccc1
 : -4%, 3%, -8%
COC(=O)c1[nH]c2cc(OC)c(OC)cc2c1NC(=O)Oc1ccccc1
 : 3%, 2%, -15%
CN(C)C(=O)c1ccc(NC(=O)Cn2nnnc2-c2ccccc2F)cc1
 : -4%, 0%, 18µM*
C=CCNc1nc(N)c([N+](=O)[O-])c(NCCO)n1
 : -7%, /, 4%
Cc1cc(-c2nn(-c3ccccc3F)cc2CN2CCCC(O)C2)c(C)s1 (stereo unspecified)
 : -3%, 4%, ?
Cc1cc(C)n2c(SCC(=O)NC3CCCCC3C)nnc2n1 (stereo unspecified)
 : 3%, 1%, -4%
Cn1cnc2cc(NCc3ccc(Cl)cc3)ccc21
 : -28%, 6%, ?
O=C1CN(C(=O)N[C@@H](Cc2ccccc2)C(=O)N[C@@H](C(=O)O)c2ccccc2)c2ccccc2N1
 : -3%, 2%, 6%
CCC(C(=O)OCC(=O)NC(=O)c1ccccc1)c1ccccc1 (stereo unspecified)
 : -3%, /, -23%
O=C(CNC(=O)c1ccc(Br)cc1)NCc1cccnc1
 : 2%, -8%, -11%
COc1ccc(NC(=O)O/N=C/c2ccc(Br)cc2)cc1
 : 0%, /, -18%
COc1ccc(-n2c(SCC(=O)Nc3ccc4c(c3)OCO4)nc3ccccc3c2=O)cc1
 : -3%, 8%, -28%
COc1c(C)cc(S(=O)(=O)Nc2cccc(-c3ccc(N4CCOCC4)nn3)c2)c(C)c1C
 : -11%, 11%, ?
CC1(C(=O)NC2CCCCC2)Cc2ccccc2C(=O)N1Cc1ccc(Cl)cc1 (stereo unspecified)
 : -1%, 5%, ?
Cc1ccccc1C(=O)Nc1ccnn1C1CCN(Cc2cnn(C)c2)CC1
 : -2%, 5%, -8%
Cc1cc(C)nc(N2CCCC(C(=O)NCc3ccccc3)C2)n1 (stereo unspecified)
 : 2%, 7%, -7%
Cc1ccccc1Nc1nc(-c2cccnc2)cs1
 : -6%, 100µM*, -18%
O=C(CSc1ncccc1-c1nc2ccccc2[nH]1)Nc1ccc2c(c1)OCCO2
 : 2%, 5%, 0%
COc1ccc(-c2nc3sc(CCNC(=O)c4cc(Cl)ccc4OC)c(C)n3n2)cc1
 : -12%, -5%, 13µM*
COc1ccccc1C(=O)NCCC(=O)N(C)CC(=O)Nc1ccc(N2CCOCC2)cc1
 : -11%, /, -4%

Carrying on:
Values run as follows: KAT2A inh, TDP1 block, DT40 TDP1 no CPT
O=C(c1ccc2c(c1)OCO2)C1CCCN(C(=O)C2CCOCC2)C1 (stereo unspecified)
 : -2%, 3%, -14%
CCc1ccc(NC(=O)c2cc(S(=O)(=O)N3CCCC3)ccc2F)cc1
 : 4%, 5%, 12µM*
C=CC1=C(C)C2=NC1=CC1=NC(=CC3=NC(=CC4=NC(=C2)C(C)=C4CCC(=O)O)C(CCC(=O)O)=C3C)C(C=C)=C1C.[Zn]
 : -14%, /, ?
CC(C)(C)c1ccc(OCC(=O)Nc2ccc(-c3nc4cccnc4o3)cc2)cc1
 : /, 6%, 9.2µM*
CC(C)NCC(O)Cn1c2c(c3ccccc31)CCc1c-2cnn1-c1ccccc1 (stereo unspecified)
 : 3%, 7%, 5.8µM*
Cc1cccc(N2CCN(S(=O)(=O)c3ccc4c(c3)CCC(=O)N4)CC2C)c1 (stereo unspecified)
 : -1%, -1%, -18%
CCCCSC1=C(C#N)C(c2ccccc2C)C(C(=O)OCC)C(=O)N1 (stereo unspecified)
 : -13%, -4%, -21%
Cc1cccc(NC(=O)C(=O)NCc2ccccn2)c1
 : -2%, 4%, -18%
CNC(=O)Nc1cc(C)nn1C
 : -1%, 0%, ?
Cc1cc(C)cc(NC(=O)CC23CC4CC(C2)CC(n2nnc(C)n2)(C4)C3)c1
 : -5%, 1%, -13%
CC(OC(=O)c1ccc2c(=O)n3c(nc2c1)CCCCC3)C(=O)Nc1ncc(Cl)cc1Cl (stereo unspecified)
 : 3%, 0%, -27%
COc1ccc(NC(=O)Nc2cccc3ccccc23)cc1S(N)(=O)=O
 : -5%, 12%, 0%
CCOC(=O)c1c(N2CCN(c3ccccc3)CC2)cc(C)nc1C
 : -2%, /, ?
c1ccc(-c2ccccc2OCCOCCN2CCNCC2)cc1
 : -9%, ?, -14%
N#Cc1cccc(NC(=O)Cn2nc(Cc3ccncc3)c3ccccc3c2=O)c1
 : -4%, -1%, 1%
COc1ccc(OCCC(=O)OCC(=O)NCc2ccco2)cc1
 : -9%, /, ?
CN1CCN(CC(=O)Nc2nc(-c3ccccc3)cs2)CC1
 : -8%, 5%, 0%
C=C1CCN([C@H](C(=O)OCc2cccc(C)c2)C(C)C)S(=O)(=O)c2ccccc21
 : -21%, /, 15µM*
CN1C(=O)[C@H]2[C@@H](C3CC3)N3C(=O)CN(CCO)C(=O)[C@@]3(Cc3ccccc3)[C@H]2C1=O
 : -13%, /, 0%
CCOC(=O)c1cc2c(=O)n3ccccc3nc2n(Cc2ccco2)c1=NC(=O)c1ccc(OC)cc1
 : -12%&2%, -8%&0%, 5.2µM*
Cc1ccc(NS(=O)(=O)c2ccc(CCC(=O)O)cc2)cc1
 : -3%, 4%, -5%
CCN(CC)C1=NS(=O)(=O)c2cc([N+](=O)[O-])ccc21
 : -3%, 0%, 23µM*
COc1ccc(-c2[nH]ncc2CNCCCSC)cc1F
 : -1%, 0%, -5%
S=C(N/N=C/c1ccc(Br)cc1)N1CCCCC1
 : 1%, 5%, ?
CC1CCN(S(=O)(=O)c2ccc(NC(=O)C3CCN(C(=O)c4ccco4)CC3)cc2)CC1
 : -2%, 9%, ?
O=C(CCC(=O)N1CCOc2ccccc21)N1CCN(c2ccccc2)CC1
 : -2%, /, ?
NC(=O)c1cccc2c(=O)oc3ccccc3c12
 : -5%, 2%, -1%
COc1cccc(C2=NOC(C(=O)Nc3c(C)n(C)n(-c4ccccc4)c3=O)C2)c1 (stereo unspecified)
 : -1%, 7%, 1%
O=C1CSC(c2cccnc2)N1CC1CC1 (stereo unspecified)
 : -12%, -1%, -5%
O=C(N1CCOCC1)C1(c2ccc(Cl)cc2)CCCC1
 : -11%, 2%, -3%

Whole records from above. Values in the order: KAT2A inh	TDP1 block	DT40 TDP1 no CPT
Record of CC(OC(=O)c1ccc2c(=O)n3c(nc2c1)CCCCC3)C(=O)Nc1ncc(Cl)cc1Cl (stereo unspecified) : 3%	0%	-27%
Record of CC(C)(C)c1ccc(OCC(=O)Nc2ccc(-c3nc4cccnc4o3)cc2)cc1 : /	6%	9.2µM*
Record of CCc1ccc(NC(=O)c2cc(S(=O)(=O)N3CCCC3)ccc2F)cc1 : 4%	5%	12µM*
Record of Cc1cccc(N2CCN(S(=O)(=O)c3ccc4c(c3)CCC(=O)N4)CC2C)c1 (stereo unspecified) : -1%	-1%	-18%
Record of CNC(=O)Nc1cc(C)nn1C : -1%	0%	?

(continued)
Values run as follows: KAT2A inh, TDP1 block, DT40 TDP1 no CPT
COc1ccc(N(C(=O)Cn2cnc3ccccc32)C(C(=O)NC2CCCCC2)c2ccccc2)cc1 (stereo unspecified)
 : 0%, 0%, ?
O=[N+]([O-])c1ccccc1/C=C/C=N/N1CCCCC1
 : -1%, 12%, -26%
COc1ccc(N(CC(=O)Nc2cccc(C(C)=O)c2)S(C)(=O)=O)cc1OC
 : -3%, -10%, -7%
O=c1cc(-c2ccc(O)cc2)oc2c([C@H]3O[C@@H](CO)[C@@H](O)[C@@H](O)[C@@H]3O)c(O)cc(O)c12
 : 7%[21.4 µM], -14%[56.1 µM], /
COc1ccc(C(=O)/C=C/Nc2cc(C)on2)cc1
 : -7%, 3%, -15%
COc1ccc(S(=O)(=O)N2CCC(C(=O)NCCC(=O)Nc3cccc(Cl)c3)CC2)cc1
 : -1%, 2%, ?
COc1ccc(CNC(=O)CSc2nnc3c(n2)[nH]c2ccc(C)cc23)cc1
 : -1%, /, 6%
CC(C(=O)NC(=O)NC1CCCCC1)N1CCN(c2ccc(O)cc2)CC1 (stereo unspecified)
 : -1%, 5%, -26%
CC(C)(C)c1oc(C(=O)O)cc1CN1CCOCC1
 : 0%, /, -16%
CCC(C(=O)NC1CCCC1)N(C(=O)Cn1nnc(-c2ccc(C)o2)n1)C(C)(C)C (stereo unspecified)
 : 0%, 7%, -23%
Cc1onc(-c2c(Cl)cccc2Cl)c1C(=O)NCc1ccco1
 : -12%, 3%, ?
O=C(CCNS(=O)(=O)c1ccc2c(c1)CCN2C(=O)C1CC1)Nc1ccc(OC(F)(F)F)cc1
 : -8%, -10%, ?
CC(=O)Nc1ccc(NC(=O)c2ccc3c(c2)CCN3S(=O)(=O)c2ccc(C)cc2)cc1
 : -10%, 0%, -1%
Cn1nccc1C(=O)N1CCc2ccccc21
 : 1%, 2%, -10%
CC(O)c1c(-c2ccccc2)nn(C)c1Cl (stereo unspecified)
 : -14%, -3%, ?
COc1ccc(-n2nnc3c(=O)n(C/C=C/c4ccccc4)cnc32)cc1
 : 0%, 2%, -18%
COC(=O)c1ccc(NC(=O)c2ccc3c(c2)C(=O)N(C)C3=O)cc1
 : -2%, /, -1%
COc1ccc(NC(=O)COc2ccc(-c3ccccc3)cc2)cc1
 : -2%, 0%, -12%
Cc1cc(C)cc(NC(=O)CCn2ccnc2C)c1
 : -2%, 8%, -4%
COC(=O)N1CCC2(CCCN(C(=O)Nc3ccc(OC)cc3)C2)CC1
 : 2%, /, -5%
Cn1c(N)c(C(=O)COC(=O)c2ccc3c(c2)OCCO3)c(=O)n(C)c1=O
 : -4%, -2%, -9%
O=C(c1cnc(N2CCN(c3ncccn3)CC2)c2ccccc12)N1CCN(c2ncccn2)CC1
 : 20%, 0%, 15µM*
COc1ccc(C(=O)NC2CCN(C(=O)NC3CCCCC3)CC2)cc1
 : -2%, 8%, -27%
COc1ccc(/C=C/C(=O)NC(=S)NNC(=O)c2ccco2)cc1OC
 : 16%, 7%, 23µM*
CCOC(=O)C1(Cc2ccccc2)CCCN(Cc2cccc(C(C)=O)c2)C1 (stereo unspecified)
 : -2%, 4%, 16µM*
CC12CCC(C(=O)Nc3cccnc3)(CC1=O)C2(C)C (stereo unspecified)
 : -1%, -2%, -6%
CCCC#Cc1ccc2c(c1)COc1c3ccccc3nn1-2
 : -5%, -11%, ?
CC1=C(C(=O)Nc2cc(C(=O)N3CCN(c4cccc(C)c4)C(C)C3)ccc2C)SCCO1 (stereo unspecified)
 : -5%, 9%, ?
CCN(CC)S(=O)(=O)c1ccc2c(c1)nc(CCC(=O)OCc1c(C)noc1C)n2C
 : -2%, 2%, -1%
O=C1CCCN1C(=O)COc1cc(F)ccc1[N+](=O)[O-]
 : -1%, 1%, 25%

(listing goes on)
Values run as follows: KAT2A inh, TDP1 block, DT40 TDP1 no CPT
Cc1nn(C)cc1/C=N\NC(=O)c1csc2c1CCCC2
 : -2%, 3%, ?
CCOCc1c(C(=O)OCC(=O)NCc2ccc(F)cc2)oc2ccccc12
 : -7%, -5%[56.1 µM], -22%
Cc1cc(N2CCOCC2)nc2ccc(NC(=O)CCC(=O)N3CCN(c4cccc(C(F)(F)F)c4)CC3)cc12
 : -10%, 5%, 2.1µM*
CC1CC(C)CN(CCCNC(=O)Cn2cccc2C(=O)c2ccccc2)C1 (stereo unspecified)
 : -4%, 2%, -18%
COC(=O)c1ccn(CC(=O)NC2CCCCC2)n1
 : -8%, 28µM*, -19%
CN1CCN(C(=O)/C=C/c2ccc([N+](=O)[O-])o2)CC1
 : -5%, /, 15µM*
Cc1cc(C)cc(N2CC(C(=O)OCC(=O)Nc3cc(C)on3)CC2=O)c1 (stereo unspecified)
 : -2%, 4%, -9%
CCC(CC)n1[nH]c(=O)c2c(C)cc(C)nc21
 : -2%, 4%, -4%
O=C(CCC1CCCN(C(=O)c2ccsc2)C1)N1CCN(c2ccccn2)CC1 (stereo unspecified)
 : 2%, /, -26%

An excerpt (hit frequency here may not be typical).
